S1P4 agonist: S1P4 receptor agonists, primary screen, cell-based; 220,000 tested, 0.35% active; Sphingosine 1-phosphate receptor 4 (Homo sapiens), O95977; AID 1509, 2009; S1P4-expressing cell line, agonist reporter assay; activation, % at 4.98 µM; in the data active means activation above about 11%;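 further: 0% = DMSO vehicle and 100% = reference agonist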
zfTRPN1 agonist: zebrafish TRPN1 channel agonists, primary screen, cell-based, HEK293, calcium fluorescence. transient receptor potential cation channel N1 (TRPN1/NompC), Danio rerio. HEK293 zebrafish TRPN1-YFP, Fluo-8 calcium fluorescence; 100% = response to 87 µM carbachol. activation, % at 3 µM. 220,000 tested, 0.18% active. AID 1424, 2008;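 active means activation above its plate's cutoff, the mean activation of test wells on that plate plus 3 SD, cut at about 19% in these data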;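 further: 0% = DMSO alone and 100% = 87 µM carbachol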
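Material: zebrafish TRPN1-YFP in HEK293 cells. Doses: one dose of 3 µM, 0.3% DMSO. Incubation: dye 1 h 37 °C plus 30 min RT. Measured by: intracellular calcium fluorescence with Fluo-8.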
BaF3 parental: parental Ba/F3 cell viability inhibition, counter-screen for JAK2V617F inhibitor project, murine pro-B, CellTiter-Glo luminescence. 220,000 tested, 1.1% active. CellTiter-Glo ATP luminescence. inhibition, % at 5.6 µM;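 active means inhibition above a per-campaign cutoff, the mean inhibition of all tested compounds plus 3 SD, cut at about 27% in these data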;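 further: 0% = DMSO wells and 100% = JAK Inhibitor I control wells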
PERK inh: block of dimerizer-induced PERK translation repression, primary screen, PERK inhibitor project, CHO PERK-DD cells, SEAP luminescence, HTS; Eukaryotic translation initiation factor 2-alpha kinase 3 (Homo sapiens), Q9NZJ5; CHO PERK-DD fusion, SEAP luminescence translation reporter; inhibition, % at 5.6 µM; 220,000 tested, 0.17% active; AID 1416, 2008;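 active means inhibition above the mean inhibition of all tested compounds plus 3 SD, set separately per screening campaign, cut at about 2.9% in these data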;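 further: PERK kinase domain activated by AP20187 dimerizer at 100 nM; 0% = DMSO with dimerizer and 100% = rapamycin at 8.4 µM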
S1P4 antagonist: S1P4 receptor antagonists, primary screen, cell-based | AID 1510, 2009 | inhibition, % at 4.98 µM | 220,000 tested, 0.26% active | Sphingosine 1-phosphate receptor 4 (Homo sapiens), O95977 | S1P4-expressing cells, antagonist mode, reporter read-out; in the data active means inhibition above about 29%;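 further: 0% = wells stimulated with agonist and 100% = vehicle wells without agonist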
Calpain2 inh: inhibitors of pig calpain II, primary screen, biochemical, fluorogenic peptide substrate, 1536-well; purified calpain II, 30 min; inhibition, % at 16 µM; 220,000 tested, 0.37% active; AID 1236, 2008;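 active means inhibition above about 50%, limit read from the data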
Ba/F3 V617F tox: reduced viability of JAK2V617F-dependent Ba/F3 cells, primary screen, JAK2V617F inhibitor project, cell-based, Ba/F3 EpoR-JAK2V617F, luminescence; 220,000 tested, 1.1% active; ATP luminescence; inhibition, % at 5.6 µM;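 active means inhibition above the campaign mean plus 3 SD over all tested compounds, cut at about 24% in these data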;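 further: cytokine-independent growth of Ba/F3 cells driven by EpoR plus mutant JAK2; 0% = DMSO-treated cells and 100% = JAK inhibitor I control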
TRPML3 ag: human TRPML3 channel agonists, primary screen, cell-based, HEK293 TRPML3-YFP, Fluo-8 calcium fluorescence, 3 µM | Mucolipin-3 (Homo sapiens), Q8TDD5 | 100% = the carbachol control signal | activation, % at 3 µM | 220,000 tested, 0.29% active;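 active means activation above its plate's cutoff, the mean activation of the plate's test wells plus 3 SD, cut at about 12% in these data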;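 further: 0% = DMSO only wells and 100% = carbachol wells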
Target sequence (Q8TDD5 whole entry, looked up): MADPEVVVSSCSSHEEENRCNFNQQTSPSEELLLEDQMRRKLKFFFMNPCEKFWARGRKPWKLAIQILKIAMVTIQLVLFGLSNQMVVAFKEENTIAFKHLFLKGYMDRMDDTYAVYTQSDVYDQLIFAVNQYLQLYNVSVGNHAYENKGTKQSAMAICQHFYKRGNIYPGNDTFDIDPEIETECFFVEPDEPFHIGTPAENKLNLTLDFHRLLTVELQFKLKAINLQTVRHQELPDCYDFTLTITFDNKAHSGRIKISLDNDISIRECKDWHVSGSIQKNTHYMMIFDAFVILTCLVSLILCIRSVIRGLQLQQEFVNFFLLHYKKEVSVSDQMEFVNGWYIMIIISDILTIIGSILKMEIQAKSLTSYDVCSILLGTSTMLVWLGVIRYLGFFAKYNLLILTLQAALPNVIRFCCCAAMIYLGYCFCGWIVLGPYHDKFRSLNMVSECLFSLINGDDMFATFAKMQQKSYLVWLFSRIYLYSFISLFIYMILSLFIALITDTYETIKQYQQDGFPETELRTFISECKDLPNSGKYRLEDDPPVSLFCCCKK
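system = HEK293 cells stably carrying human TRPML3-YFP | doses = one concentration, 3 µM nominal, 0.3% DMSO | timing = dye loading 1 h 37 °C then 30 min ambient, 125 s read | detection = Fluo-8 calcium dye fluorescence, ex 470-495, em 515-575 nm | benchmarks = high control carbachol 87 µM, low control DMSO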
EP2 modulator: EP2 receptor modulators, cAMP readout, primary screen, cell-based, HTRF cAMP, PGE2 stimulation | Prostaglandin E2 receptor EP2 subtype (Homo sapiens), P43116 | EP2-expressing cells, cAMP HTRF FRET, PGE2 co-stimulation | induction, % at 25 µM | 260,000 tested, 0.83% active | AID 940, 2007;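 active means compounds whose cAMP rise, as percent of the full-agonist control response, exceeds 60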;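 further: rat C6 glioma line stably carrying human EP2 under a CMV promoter; the protocol text gives 20 µM as final concentration; 100% = response of wells given 1 µM PGE2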
Target sequence (P43116 whole entry, looked up): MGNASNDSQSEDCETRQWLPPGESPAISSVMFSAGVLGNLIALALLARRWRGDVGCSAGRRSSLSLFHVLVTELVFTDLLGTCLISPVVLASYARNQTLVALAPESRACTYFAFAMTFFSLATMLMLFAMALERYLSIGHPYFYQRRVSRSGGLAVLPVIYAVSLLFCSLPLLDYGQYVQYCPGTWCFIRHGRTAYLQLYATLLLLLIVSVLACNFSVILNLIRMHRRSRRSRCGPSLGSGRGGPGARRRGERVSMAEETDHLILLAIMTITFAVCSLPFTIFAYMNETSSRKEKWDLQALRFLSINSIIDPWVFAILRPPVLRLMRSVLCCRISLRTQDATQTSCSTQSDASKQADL
* marks the source's active call; other numbers are inactive results.

A first look, 4 compounds:
SMILES | S1P4 agonist | zfTRPN1 agonist | BaF3 parental | PERK inh | S1P4 antagonist | Calpain2 inh | Ba/F3 V617F tox | TRPML3 ag | EP2 modulator
COc1cccc(-c2cc(C(F)(F)F)n3ncc(C(=O)N4CCc5ccccc5C4)c3n2)c1 | -1.7 | 2.2 | 14 | -0.9 | -6 | -40 | 7 | 0.2 | 4
COc1ccc(-c2cn3ccccc3n2)cc1OC | 0.9 | -0.5 | 5 | -0.9 | 2 | -409 | 4 | 0.1 | 24
CCCC(=O)Nc1cccc(NC(=O)c2ccc(C)c([N+](=O)[O-])c2)c1 | -0.7 | 1.4 | 1 | 0.4 | 14 | 4 | -3 | 0.7 | 0
O=C(CN1C(=O)NC2(CCCCCCC2)C1=O)NCc1ccc2c(c1)OCO2 | -1.1 | -0.1 | 0 | -0.8 | -30 | 31 | -4 | 0.6 | 12

The whole of this part, previewed entries included:
SMILES | S1P4 agonist | zfTRPN1 agonist | BaF3 parental | PERK inh | S1P4 antagonist | Calpain2 inh | Ba/F3 V617F tox | TRPML3 ag | EP2 modulator
COc1cccc(-c2cc(C(F)(F)F)n3ncc(C(=O)N4CCc5ccccc5C4)c3n2)c1 | -1.7 | 2.2 | 14 | -0.9 | -6 | -40 | 7 | 0.2 | 4
COc1ccc(-c2cn3ccccc3n2)cc1OC | 0.9 | -0.5 | 5 | -0.9 | 2 | -409 | 4 | 0.1 | 24
CCCC(=O)Nc1cccc(NC(=O)c2ccc(C)c([N+](=O)[O-])c2)c1 | -0.7 | 1.4 | 1 | 0.4 | 14 | 4 | -3 | 0.7 | 0
O=C(CN1C(=O)NC2(CCCCCCC2)C1=O)NCc1ccc2c(c1)OCO2 | -1.1 | -0.1 | 0 | -0.8 | -30 | 31 | -4 | 0.6 | 12
Cc1scc(C(=O)Nn2cnnc2)c1-c1ccccc1 | -1.3 | -0.3 | 5 | 1.0 | -8 | -11 | -1 | 0.8 | 26
COc1ccc(NC(=O)Cn2nnc(C(=O)NCc3ccccc3)c2N)c(OC)c1 | -1.5 | -0.2 | 6 | 0.9 | -17 | -13 | 2 | 0.7 | -11
COc1cc(C)c(Br)cc1S(=O)(=O)NCc1ccncc1 | 0.1 | 10 | 21 | 1.0 | -13 | 9 | 1 | 5.7 | -6
COc1ccc(Cn2cc(C(=O)c3ccccc3)c(=O)c3cc(OC)ccc32)cc1 | 1.6 | -1.4 | 6 | -0.4 | 1 | 6 | 0 | 0.6 | 36
Cc1ccccc1N(CC(=O)NCCc1ccccc1)C(=O)c1ccc(N2CCCC2)nc1 | 0.2 | -1.2 | 7 | -0.9 | -1 | -7 | 6 | -1.5 | 5
Cn1c(=O)c2c(nc(Br)n2CCSc2nc3ccccc3o2)n(C)c1=O | -0.3 | 0.6 | 5 | 1.0 | -11 | -11 | -2 | 0.8 | 9

Taken from above:
Ba/F3 V617F tox with `COc1ccc(NC(=O)Cn2nnc(C(=O)NCc3ccccc3)c2N)c(OC)c1` → 2
Calpain2 inh with `Cc1ccccc1N(CC(=O)NCCc1ccccc1)C(=O)c1ccc(N2CCCC2)nc1` → -7
Calpain2 inh with `COc1ccc(-c2cn3ccccc3n2)cc1OC` → -409

(listing goes on)
SMILES | S1P4 agonist | zfTRPN1 agonist | BaF3 parental | PERK inh | S1P4 antagonist | Calpain2 inh | Ba/F3 V617F tox | TRPML3 ag | EP2 modulator
COC(=O)c1ccc(NC(=O)C(=O)N2CCCC2)cc1 | 2.9 | -2.1 | 7 | 1.6 | -3 | -5 | 3 | 0.1 | 11
Cc1ccc(-c2cn(S(=O)(=O)c3cccc([N+](=O)[O-])c3)nc2N)cc1 | -0.4 | 0.6 | 7 | 0.5 | 8 | -12 | 3 | -0.1 | -46
Cc1nc(SCc2ccc(O)c([N+](=O)[O-])c2)n[nH]1 | 2.4 | 1.4 | 7 | 0.8 | -20 | 15 | 1 | 1.1 | 27
COc1ccccc1-n1cnnc1SCC(=O)Nc1cc(C(C)(C)C)nn1-c1ccccc1 | 11 | 0.3 | 0 | -0.2 | -21 | 4 | -3 | -1.0 | 34
CCN(C(=O)COC(=O)c1ccc(OC)c(S(=O)(=O)N2CCCc3ccccc32)c1)C1CCS(=O)(=O)C1 (stereo not given) | 0.6 | 0.0 | 0 | 0.4 | -5 | -54 | -5 | 0.7 | -17
O=C(CN(Cc1ccccc1)C(=O)c1ccc2c(c1)OCCO2)NCc1ccc2c(c1)OCO2 | -0.2 | 1.0 | 8 | -0.9 | -2 | -5 | 1 | -0.1 | 8
Cc1nc(SCC2(C)CC2(Cl)Cl)n[nH]1 (stereo not given) | -0.1 | 0.3 | -3 | 2.0 | -11 | 9 | -2 | 0.8 | -40
CC(C)C(C(=O)Nc1ccc(S(=O)(=O)N2CCOCC2)cc1)N1C(=O)c2ccccc2C1=O (stereo not given) | 0.8 | 0.9 | 3 | -0.1 | -1 | -21 | -2 | 1.7 | 1
Cc1oc(-c2ccccc2)nc1CS(=O)CC(=O)N1CCc2ccccc2C1 (stereo not given) | -0.2 | 0.9 | 7 | 0.5 | -16 | -6 | -1 | 0.1 | -1
O=C(Nc1ccc(Cc2ccncc2)cc1)c1cccc([N+](=O)[O-])c1 | 1.1 | 7.3 | 7 | 0.0 | -16 | 13 | 0 | 3.0 | -60
O=S(=O)(c1ccc2nc(Cc3cccc(C(F)(F)F)c3)[nH]c2c1)N1CCOCC1 | -0.3 | 0.7 | 4 | -2.8 | 9 | -6 | -2 | 1.0 | -5
O=c1c2c(nc3c(-c4ccccc4)c[nH]n13)CCCC2 | 4.1 | 0.0 | 7 | 0.8 | 10 | -6 | 4 | -0.6 | -5
O=C(COC(=O)c1ccc(O)cc1)NCCCc1ccccc1 | -0.5 | -1.3 | 0 | -0.8 | -29 | 25 | 1 | -0.6 | -62
Cc1ccc(S(=O)(=O)N(C)C)cc1NC(=O)c1ccc(OC(F)(F)F)cc1 | 6.1 | 0.8 | 2 | 0.2 | -14 | -19 | 1 | 0.6 | 15
Cc1cc(C)c2c(N)c(C(=O)NN3CC(=O)N(c4cccc(Cl)c4)CC3=O)sc2n1 | -1.0 | -0.9 | 2 | -1.8 | 7 | -335 | -3 | -0.1 | -31
CCOc1cc(/C=N\NC(=O)c2ccc(NC(=O)C(C)(C)C)cc2)ccc1OC(=O)c1cccc(C)c1 | 2.3 | 0.9 | -2 | 0.0 | -13 | -68 | -2 | -0.1 | -4
Cn1cccc1/C=N/n1c(-c2ccccc2)n[nH]c1=S | -0.1 | -2.5 | 0 | -0.2 | 3 | 5 | 2 | -1.0 | 21
COc1ccc(OC)c(CNC(=O)C2CCCN(c3nc4ccccc4o3)C2)c1 (stereo not given) | 1.5 | -1.0 | 3 | 0.0 | -1 | 11 | -4 | 0.2 | 1
Cc1cc(C)nc(SCC(=O)NCc2ccco2)n1 | -1.1 | 1.1 | 1 | 1.7 | -8 | -66 | -3 | -0.5 | 18
O=C(CSc1cn(CCNC(=O)c2ccccc2)c2ccccc12)NCc1ccco1 | -0.4 | -0.5 | -1 | -0.3 | -14 | 2 | -3 | -1.3 | -1
COc1ccc(NCc2ccc([N+](=O)[O-])s2)c(OC)c1 | 0.9 | -1.8 | 2 | 0.8 | -4 | -8 | -1 | -1.2 | 19
Cc1ccc(C(C)C)c(OCc2ccc(C(=O)N/N=C/c3cccc(O)c3O)cc2)c1 | 0.4 | 0.3 | 90* | -0.3 | 7 | -53 | 97* | 0.5 | -51
NC(=O)COC(=O)c1cc(-c2cccs2)nn1-c1ccccc1 | 1.2 | 0.7 | 7 | 0.2 | -8 | -9 | -1 | 1.2 | 11
COc1ccc(NC(=O)COC(=O)c2ccncc2)c(OC)c1 | 0.6 | 0.9 | 6 | 1.8 | -5 | -21 | -3 | 0.9 | 4
CCS(=O)(=O)N1Cc2ccccc2CC1C(=O)OCC(=O)Nc1ccc(C)cc1 (stereo not given) | 0.3 | -1.2 | -2 | -0.2 | -13 | -83 | -3 | 0.8 | 10
N/C(=N\OC(=O)c1ccccc1)c1ccncc1 | 1.5 | 1.4 | 1 | 0.4 | -21 | 16 | 3 | 0.6 | -7
O=C(c1ccc(Br)o1)N1CCN(c2ccccn2)CC1 | 0.8 | -0.5 | 0 | 0.3 | -36 | 6 | -3 | -0.1 | 10
c1ccc(C2=Nn3c(nnc3-c3ccco3)SC2)cc1 | -0.4 | -0.8 | -2 | 0.5 | -8 | 21 | -3 | -0.1 | -7
O=C(COC(=O)c1cccc(S(=O)(=O)N2CCOCC2)c1)Nc1ccc2c(c1)OCO2 | 0.3 | -0.3 | 7 | 1.4 | 1 | -51 | 1 | 0.7 | 15
Cc1ccc(C2CC(c3ccccc3Cl)n3nc(N)nc3N2)cc1 (stereo not given) | 2.1 | 1.7 | 0 | 0.2 | -14 | -5 | -1 | 1.2 | 4
COc1ccc(N(C(=O)CNC(=O)c2cccs2)C(C(=O)NCC2CCCO2)c2ccccc2)cc1 (stereo not given) | 1.8 | 2.2 | 15 | 0.0 | -7 | 38 | 6 | 0.0 | -6
COc1ccc(N2C(=O)C(F)(F)C2c2cccc(F)c2)cc1 (stereo not given) | -0.1 | -1.3 | 2 | -0.1 | 13 | 1 | 2 | 3.2 | 25
O=C1C(C=Nc2ccccc2)=C(O)c2ccccc21 | 2.7 | 0.4 | 5 | -1.9 | 0 | 4 | 3 | 0.6 | -14
Cc1cc(C)n(-c2nc3ccccc3nc2NCCc2ccccc2)n1 | 0.2 | -0.3 | 4 | 0.8 | -13 | -37 | 1 | 0.9 | 55
O=C(NCC(c1cccnc1)N1CCN(c2ccc(F)cc2)CC1)c1cccc(Cl)c1 (stereo not given) | 1.3 | 0.3 | 6 | -1.4 | -7 | -31 | 3 | 0.5 | -4
COc1cc(/C=N/NC(=O)c2cccnc2)ccc1OC(=O)c1ccc2c(c1)OCO2 | 1.9 | 4.9 | 0 | 0.6 | -2 | 11 | -2 | 1.7 | -43

Assay outcomes from PubChem.
